Compound activity from PubChem.
HT1080 IDH1KD tx – qHTS for induction of synthetic lethality in tumor cells producing 2HG: qHTS for the HT-1080-IDH1KD cell line. actives 2% (n = 360,000). AID 686971, 2013. HT-1080 IDH1 knockdown viability, ATP luminescence, 48 h. Potency, µM (doses to about 46.1 µM), for the others: at the top dose activity, negative = toxicity, most hits filed as cytotoxic;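 further: potency means the concentration at half of the fitted maximal effect; 0% = DMSO wells and -100% = cell-free medium wells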
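Knockdown cells (IDH1KD HT-1080) received compounds 2 h after plating at 750 cells/well and were kept 48 h at 37 °C in 5% FBS RPMI. A CellTiter-Glo luminescence read gave % activity for curve fitting.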
SW480 rerep – A quantitative high throughput screen for small molecules that induce DNA re-replication in SW480 colon adenocarcinoma cells; SW480 DNA re-replication, Hoechst DNA content imaging, 48 h; Potency, µM (top dose mostly 46.1 µM), for inactives: at the highest dose re-replication activation, actives largely listed as activators; actives 1.8% (n = 340,000); AID 624297, 2012; further: potency means the concentration at half of the fitted maximal effect; % of control where 0% means no effect; nearly all actives have a fitted effect of over 55% in size
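250 cells/well; 23 nL cpd via pin tool; 48 hr, 37 C, 5% CO2; Hoechst 40 min; imager read of total nuclear intensity, ex 405/em 500-530 nm.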
KB-V1 MDR tox – qHTS assay for MDR1-selective chemotherapeutics: Primary screen using the drug-selected MDR subline cells KB-V1. KB-V1 MDR cells viability, CellTiter-Glo, 72 h. Potency, µM (highest dose often 46.1 µM), for inactives: at the highest dose activity change, negative = cytotoxicity, usual class: cytotoxic. actives 3.4% (n = 400,000); further: potency means the concentration at half of the fitted maximal effect; on the % scale 0 is the no-effect control and ±100 the full control effect; nearly all actives have a fitted effect of over 60% in size
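Drug-selected KB-V1 cells, grown in DMEM lacking phenol red with 10% FBS, receive compound titrations; after three days at 37 degrees C, surviving cell ATP is quantified by CellTiter-Glo luminescence and responses normalized and curve-fitted.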
ATXN viability – Viability Counterscreen for Primary qHTS for Inhibitors of ATXN expression. S2 cells (HEK-293 line with an ATXN2-luciferase reporter) viability, CellTiter-Fluor protease fluorescence, 24 h. Potency, µM (highest dose often 56.7 µM), usual class: cytotoxic. actives 0.49% (n = 400,000); further: potency means the concentration at half of the fitted maximal effect; nearly all actives have a fitted effect of over 40% in size
HT1080NT lethal – qHTS for induction of synthetic lethality in tumor cells producing 2HG: qHTS for the HT-1080-NT fibrosarcoma cell line. actives 1.6% (n = 360,000). Potency, µM (doses to about 46.1 µM), for inactives: at the highest dose activity, negative = less viability, usual class: cytotoxic. HT-1080-NT fibrosarcoma viability, CellTiter-Glo ATP luminescence, 48 h;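 further: NT is the 2HG producing partner of a matched IDH1 knockdown line; potency means the concentration at half of the fitted maximal effect; 0% = DMSO-treated cells and -100% = media-only wells without cells; nearly all actives have a fitted effect of over 55% in size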
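Viability by CellTiter-Glo luminescence after 48 h compound exposure at 37C of HT-1080-NT cells (750/well, RPMI, 5% FBS). % activity scaled between DMSO wells and medium-only wells, then curve-fitted and categorized by curve class.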
KB-3-1 cytotox – qHTS assay for MDR1-selective chemotherapeutics: Primary screen using the parental adenocarcinoma cell KB-3-1; KB-3-1 viability, CellTiter-Glo ATP luminescence, 72 h; Potency, µM (series often up to 46.1 µM), for inactives: top-dose activity change, negative = cytotoxic, most hits filed as cytotoxic; actives 1.4% (n = 400,000); further: potency means the concentration at half of the fitted maximal effect; on the % scale 0 is the no-effect control and ±100 the full control effect; nearly all actives have a fitted effect of over 60% in size
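72 h, 37 °C compound treatment of KB-3-1 parental cells; CellTiter-Glo added, 10 min, luminescence read. Data corrected against DMSO-only plates and normalized before curve fitting.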
MCF10A rerep – A quantitative high throughput screen for small molecules that induce DNA re-replication in MCF 10a normal breast cells. MCF 10A DNA re-replication, Hoechst nuclear intensity, 48 h. Potency, µM (doses to about 46.1 µM), for inactives: at the top dose activity, positive = re-replication, usual class: activators. actives 2.9% (n = 350,000). AID 624296, 2012; further: potency means the concentration at half of the fitted maximal effect; % of control where 0% means no effect; nearly all actives have a fitted effect of over 50% in size
IL-1B inflam inh – qHTS for Inhibitors of Inflammasome Signaling: IL-1-beta AlphaLISA Primary Screen; THP-1 LPS/ATP IL-1B secretion, AlphaLISA, 16 h; active compounds read low; activity change, % at 57.5 µM; actives 4.7% (n = 360,000); AID 743279, 2014; in the data active means activity change below about -50%; inconclusive means mostly about -30% to -49%; further: on the % scale 0 is the no-effect control and ±100 the full control effect
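THP-1 cells pretreated 1 hr with compounds (up to 57.5 uM final), then stimulated with LPS (250 ng/mL final) plus ATP (1.25 mM final); secreted IL-1B measured by AlphaLISA after 16 hr, decreased signal indicating inhibition.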
ATXN2 expr inh – Primary qHTS for Inhibitors of ATXN expression; HEK-293 ATXN2-luciferase reporter, luminescence, 24 h; Potency, µM (top dose mostly 57 µM), for inactives: at the highest dose activity change, negative = inhibition, actives largely listed as inhibitors; actives 0.72% (n = 360,000); AID 1745845, 2022; further: potency means the concentration at half of the fitted maximal effect; on the % scale 0 is the no-effect control and ±100 the full control effect; nearly all actives have a fitted effect of over 55% in size
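qHTS (up to 57 uM final) was run with 24 h compound exposure of reporter cells at 37 °C. Each well was multiplexed: SteadyGlo luminescence measured ATXN2-luciferase expression after a fluorogenic Gly-Phe-AFC viability readout (25 uM final).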
Active calls of the source: *; [ ] = remark or other dose. Unless noted, the call rests on the fitted dose curve; in most records, active means well fitted curve in the direction sought with a large enough effect; inconclusive means small, poorly fitted or top-dose-only effect, or another doubt; inactive means no such curve, though single readings can be large; an effect the other way counts as inactive or inconclusive.

How did O=C(CN1C(=O)S/C(=C\c2ccccn2)C1=O)Nc1ccccc1 do in these assays?
HT1080 IDH1KD tx: 8%; SW480 rerep: 4%; KB-V1 MDR tox: 17%; ATXN viability: inactive; HT1080NT lethal: -2%; KB-3-1 cytotox: 13%; MCF10A rerep: -1%; IL-1B inflam inh: 8; ATXN2 expr inh: inconclusive

How did COc1ccc([C@H]2CC(=O)C=C(c3cc(F)ccc3OC)C2)cc1 do in these assays?
HT1080 IDH1KD tx: inconclusive; SW480 rerep: inconclusive; KB-V1 MDR tox: inconclusive; ATXN viability: inconclusive; HT1080NT lethal: inconclusive; KB-3-1 cytotox: inconclusive; MCF10A rerep: 21µM*; IL-1B inflam inh: -3; ATXN2 expr inh: -16%

How did Cc1nn(C(C)C(=O)O)c(C)c1[N+](=O)[O-] (stereo not drawn) do in these assays?
HT1080 IDH1KD tx: 3%; SW480 rerep: -17%; KB-V1 MDR tox: inconclusive; ATXN viability: inactive; HT1080NT lethal: 15%; KB-3-1 cytotox: -10%; MCF10A rerep: -12%; IL-1B inflam inh: -5; ATXN2 expr inh: -1%

What do the screens show for `Cc1ccc([C@H]2C(C(=O)O)=CC[C@@H](c3ccc(C)cc3)N2S(=O)(=O)c2ccc(C)cc2)cc1`?
HT1080 IDH1KD tx: -12%; SW480 rerep: 1%; KB-V1 MDR tox: 16%; ATXN viability: inactive; HT1080NT lethal: -4%; KB-3-1 cytotox: 3%; MCF10A rerep: -1%; IL-1B inflam inh: -22; ATXN2 expr inh: -1%

Results for CC(=O)Nc1ccc(C(=O)n2nc(C)cc2C)cc1 ?
HT1080 IDH1KD tx: 5%; SW480 rerep: -16%; KB-V1 MDR tox: 0%; ATXN viability: inactive; HT1080NT lethal: -6%; KB-3-1 cytotox: -15%; MCF10A rerep: 0%; IL-1B inflam inh: 5; ATXN2 expr inh: 1%

What do the screens show for `CCOC(=O)C1(Cc2cccc(OC)c2)CCN(Cc2cccn2-c2nccs2)CC1`?
HT1080 IDH1KD tx: -17%; SW480 rerep: inconclusive; KB-V1 MDR tox: -17%; ATXN viability: inactive; HT1080NT lethal: -3%; KB-3-1 cytotox: -2%; MCF10A rerep: -7%; IL-1B inflam inh: -77*; ATXN2 expr inh: -13%

What do the screens show for `CCC(Sc1nc2ncccc2[nH]1)C(=O)NC1CCCC1` (stereo not drawn)?
HT1080 IDH1KD tx: 6%; SW480 rerep: -10%; KB-V1 MDR tox: -5%; ATXN viability: inactive; HT1080NT lethal: 4%; KB-3-1 cytotox: inconclusive; MCF10A rerep: 1%; IL-1B inflam inh: 12; ATXN2 expr inh: 7%

Results for Cc1ccc(S(=O)(=O)N2C[C@]3(O)C[C@@H]4C(=O)N(c5ccccc5)C(=O)[C@@H]4C[C@]3(OC(=O)NCc3ccco3)C2)cc1 ?
HT1080 IDH1KD tx: 0%; KB-V1 MDR tox: 3%; ATXN viability: inactive; HT1080NT lethal: -9%; KB-3-1 cytotox: -9%; IL-1B inflam inh: 13; ATXN2 expr inh: 4%

How did N=c1n(CC(=O)c2ccc([N+](=O)[O-])cc2)c2ccccc2n1Cc1ccc(Cl)cc1 do in these assays?
HT1080 IDH1KD tx: -3%; SW480 rerep: -1%; KB-V1 MDR tox: 5%; ATXN viability: inconclusive; HT1080NT lethal: -4%; KB-3-1 cytotox: 11%; MCF10A rerep: -12%; IL-1B inflam inh: -28; ATXN2 expr inh: -38%

Results for O=C(NC(=O)c1c(Cl)cccc1Cl)Nc1ccc(Oc2cccnc2)nc1 ?
HT1080 IDH1KD tx: -18%; SW480 rerep: 1%; KB-V1 MDR tox: -11%; ATXN viability: inactive; HT1080NT lethal: -20%; KB-3-1 cytotox: -1%; MCF10A rerep: 7%; IL-1B inflam inh: -25; ATXN2 expr inh: -10%

Results for Cc1nnc(SCC(=O)NCC2CCCO2)n1-c1ccccc1 (stereo not drawn) ?
HT1080 IDH1KD tx: 19%; SW480 rerep: -3%; KB-V1 MDR tox: 24%; ATXN viability: inactive; HT1080NT lethal: 13%; KB-3-1 cytotox: 1%; MCF10A rerep: 5%; IL-1B inflam inh: 12; ATXN2 expr inh: 3%

What do the screens show for `COc1cccc(C(C(=O)NC(C)(C)C)N(C(=O)CCC(=O)Nc2cc(C)on2)c2ccc3c(c2)OCCO3)c1OC` (stereo not drawn)?
HT1080 IDH1KD tx: -12%; SW480 rerep: 0%; KB-V1 MDR tox: -11%; HT1080NT lethal: -15%; KB-3-1 cytotox: 13%; MCF10A rerep: 2%; IL-1B inflam inh: 12; ATXN2 expr inh: 2%

Results for COc1ccc(Nc2ccccc2NC(=O)c2ccccc2Br)cc1 ?
HT1080 IDH1KD tx: -4%; SW480 rerep: 3%; KB-V1 MDR tox: inconclusive; ATXN viability: inactive; HT1080NT lethal: -25%; KB-3-1 cytotox: inconclusive; MCF10A rerep: 1%; IL-1B inflam inh: inconclusive; ATXN2 expr inh: -22%

How did CCCCCC1CCC(c2n[nH]c(=S)n2C)CC1 (stereo not drawn) do in these assays?
HT1080 IDH1KD tx: -24%; SW480 rerep: 0%; KB-V1 MDR tox: -18%; ATXN viability: inactive; HT1080NT lethal: -19%; KB-3-1 cytotox: inconclusive; MCF10A rerep: 6%; IL-1B inflam inh: 4; ATXN2 expr inh: -14%

What do the screens show for `COc1ccc2[nH]c(=O)c(CN(CCO)S(=O)(=O)c3c(C)ccc4nsnc34)cc2c1`?
HT1080 IDH1KD tx: 13%; SW480 rerep: 14%; KB-V1 MDR tox: inconclusive; ATXN viability: inactive; HT1080NT lethal: 13%; KB-3-1 cytotox: 0%; MCF10A rerep: 250%[0.0737 µM]; IL-1B inflam inh: -18; ATXN2 expr inh: 8%

Results for COC(=O)c1cc(S(=O)(=O)NCC2CCN(CCc3cccs3)CC2)c[nH]1 ?
HT1080 IDH1KD tx: 6%; SW480 rerep: inconclusive; KB-V1 MDR tox: 16%; ATXN viability: inconclusive; HT1080NT lethal: 12%; KB-3-1 cytotox: -6%; MCF10A rerep: 23%; IL-1B inflam inh: 0; ATXN2 expr inh: 7%

How did COc1ccc(N)c2c1C(=O)c1ccccc1C2=O do in these assays?
HT1080 IDH1KD tx: -24%; SW480 rerep: 2%; KB-V1 MDR tox: inconclusive; ATXN viability: inactive; HT1080NT lethal: -9%; KB-3-1 cytotox: 7%; MCF10A rerep: 12%; IL-1B inflam inh: -85*; ATXN2 expr inh: 11%

Results for COc1ccc(-c2csc(N3CCN(c4cc5c(cc4Cl)nc(-c4ccncc4)n5CCOCCO)CC3)n2)cc1 ?
HT1080 IDH1KD tx: -1%; SW480 rerep: inconclusive; KB-V1 MDR tox: 0%; ATXN viability: inactive; HT1080NT lethal: -2%; KB-3-1 cytotox: 10%; MCF10A rerep: inconclusive; IL-1B inflam inh: -2; ATXN2 expr inh: -3%

How did Cc1ccc(C(=O)Nc2nnc(CC(=O)N/N=C/c3ccc(O)c(O)c3)s2)cc1 do in these assays?
HT1080 IDH1KD tx: -5%; SW480 rerep: -10%; KB-V1 MDR tox: 0%; ATXN viability: inactive; HT1080NT lethal: -9%; KB-3-1 cytotox: 1%; MCF10A rerep: 27%; IL-1B inflam inh: -7

How did CCc1ccc2[nH]c(=O)c(CN(CCN(C)C)C(=S)NCc3ccco3)cc2c1 do in these assays?
HT1080 IDH1KD tx: inconclusive; SW480 rerep: -4%; KB-V1 MDR tox: -15%; ATXN viability: inactive; HT1080NT lethal: -12%; KB-3-1 cytotox: 11%; MCF10A rerep: -5%; IL-1B inflam inh: -74*; ATXN2 expr inh: -16%

What do the screens show for `CC(=O)Nc1cc(-c2ccc(N(C)C)cc2)cn2c(-c3ccc(F)c(Cl)c3)cnc12`?
HT1080 IDH1KD tx: inconclusive; KB-V1 MDR tox: 0%; ATXN viability: inactive; HT1080NT lethal: inconclusive; KB-3-1 cytotox: -5%; IL-1B inflam inh: -17; ATXN2 expr inh: -34%

What do the screens show for `NC(=O)C1CCN(C(=O)c2ccc(Oc3cc(Cl)cc(Cl)c3)o2)CC1`?
HT1080 IDH1KD tx: -3%; SW480 rerep: 13%; KB-V1 MDR tox: -17%; ATXN viability: inactive; HT1080NT lethal: 1%; KB-3-1 cytotox: 4%; MCF10A rerep: 1%; IL-1B inflam inh: inconclusive

What do the screens show for `Cn1c(C(=O)NC2CC2)cc2c(=O)n(C)c3ccccc3c21`?
HT1080 IDH1KD tx: -2%; SW480 rerep: -8%; KB-V1 MDR tox: -7%; ATXN viability: inactive; HT1080NT lethal: -3%; KB-3-1 cytotox: 10%; MCF10A rerep: -2%; IL-1B inflam inh: -63*; ATXN2 expr inh: -3%

Sorted by SMILES length (smallest number first): three of the compounds above
How did CCCCCC1CCC(c2n[nH]c(=S)n2C)CC1 (stereo not drawn) do in these assays?
HT1080 IDH1KD tx: -24%; SW480 rerep: 0%; KB-V1 MDR tox: -18%; ATXN viability: inactive; HT1080NT lethal: -19%; KB-3-1 cytotox: inconclusive; MCF10A rerep: 6%; IL-1B inflam inh: 4; ATXN2 expr inh: -14%

What do the screens show for `NC(=O)C1CCN(C(=O)c2ccc(Oc3cc(Cl)cc(Cl)c3)o2)CC1`?
HT1080 IDH1KD tx: -3%; SW480 rerep: 13%; KB-V1 MDR tox: -17%; ATXN viability: inactive; HT1080NT lethal: 1%; KB-3-1 cytotox: 4%; MCF10A rerep: 1%; IL-1B inflam inh: inconclusive

How did Cc1ccc(C(=O)Nc2nnc(CC(=O)N/N=C/c3ccc(O)c(O)c3)s2)cc1 do in these assays?
HT1080 IDH1KD tx: -5%; SW480 rerep: -10%; KB-V1 MDR tox: 0%; ATXN viability: inactive; HT1080NT lethal: -9%; KB-3-1 cytotox: 1%; MCF10A rerep: 27%; IL-1B inflam inh: -7
